# Compound activity as filed in PubChem BioAssay.
# Lipid droplet – hepatic lipid droplet formation modulation | AML12 mouse hepatocytes, oleate lipid droplets, BODIPY imaging | inhibition, % at 6.5 µM | 240,000 compounds, 0.4% hits | AID 1656;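 active = lipid droplet intensity inhibited by at least 50%, with more than 500 cells counted; inconclusive = wells with under 300 cells, treated as cytotoxic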
#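 Material – mouse AML12 hepatocyte cell line, fixed after treatment · Compound dosing – one dose, 6.5 µM compound · Times – compound with oleate, overnight · Measured by – Image-based BODIPY and DAPI two-channel analysis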
# WT yeast gro inh – growth inhibition of WT yeast, mitochondrial fusion screen; mitochondrial fusion phenotypic screen, WT strain; AID 1362; inhibition, % at 10 µM; 190,000 compounds, 2.1% hits; in the data active = inhibition above about 58%; tested in S. cerevisiae
# MT stabilizer – microtubule stabilizers in HeLa cells; HeLa tubulin immunostaining HCS, 24 h; share of cells brighter than vehicle mean+2SD; % tubulin-high responders, % at 10 µM; 200,000 compounds, 0.83% hits;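 active = plate Z-score above 3 for both tubulin-high and condensed-nucleus cell shares, with cell loss under 80%, at 10 µM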;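 also: anti alpha tubulin signal scored within the nucleus-defined area of each cell; some results filed as inactive read as strong as hits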
# Dynein transport – dynein cargo transport inhibition. z-score, hits read low. 220,000 compounds, 0.47% hits. 3617.4 mouse cells, GR-EGFP nuclear translocation imaging; test concentration mostly 20 µM; stimulated with dexamethasone, 1 µM; hits give low values;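 active = plate z-score of nuclear minus cytoplasmic receptor signal below a set negative limit, without overly bright fluorescence or cell loss, cut at about -3.5 in these data, passing the limit was not always enough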;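 also: z-score of nuclear minus cytoplasmic ring GR-EGFP intensity difference per well; some compounds called inactive have numbers as strong as hits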
#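 Buffer or medium: tet-free medium with charcoal-stripped serum / Also added: dexamethasone agonist, 1.0 µM final, for 30 min / Timing: induction 48 h, compound 1 h, agonist 30 min / Measured by: high-content fluorescence imaging after fixation / Read-out: nuclear-to-cytoplasmic GR-EGFP distribution per well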
# Insulin prom up – MIN6 insulin promoter up-regulation; z-score at 5 µM; MIN6 insulin promoter-GFP reporter, high-content imaging; hits give high values; 190,000 compounds, 0.3% hits;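 active = z-score above 3 at 5 µM with at least 500 cells counted in the well; inconclusive = wells under 500 cells, flagged as cytotoxic or low count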
# Autophagy HCS – autophagy modulation, high-content screen; MEF GFP-LC3 puncta imaging; test concentration mostly 10 µM; calls only at 10 µM (by protocol); 190,000 compounds, 0.98% hits;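 active = percentage of spot-positive cells more than 3 SD above its plate mean, without a fluorescence outlier flag or 80% toxicity; inconclusive = no clear call, values can overlap the other calls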;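 also: spot-positive cell cutoff set from DMSO-treated cells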
# b-catenin transl – alters nuclear translocation of beta-catenin in HeLa cells; immunofluorescence imaging; nuclear translocation activity, % at 5 µM; 190,000 compounds, 0.3% hits; AID 1665;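 active = nuclear translocation activity above 50% at 5 µM, with a well cell count of 50 or more; inconclusive = wells under 50 cells across six images, flagged as toxic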;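 also: per-cell ratio of nuclear to cytoplasmic median beta-catenin stain intensity; plate controls were DMSO negative control for no effect and GSK-3 inhibitor IX positive control for full effect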
#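 System: HeLa cells, endogenous beta-catenin; compound dosing: 5 µM primary single dose, 0.1% DMSO, 0.02–20 µM confirmation series; incubation: 24 h compound exposure at 37°C, 5% CO2; signal: beta-catenin immunofluorescence imaging with DAPI; evaluation: % activation, nuclear-to-cytoplasmic median beta-catenin signal ratio per cell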
# XIAP displacement – XIAP antagonists, biochemical, IAP family, fluorescence polarization (AID 1018). XIAP BIR domain, fluorescence polarization peptide displacement; higher % means a stronger effect. displacement, % at 20 µM; hits with a dose series show IC50 in µM. 200,000 compounds, 0.007% hits; in the data active = displacement above about 50%; also: a part of the inactive calls stands beside numbers as strong as those of hits
# ER stress rescue – protection against thapsigargin-triggered cell killing – 384-well, CSM14.1, ATP luminescence, primary screen (AID 1222); CSM14.1 thapsigargin-induced death rescue, ATP luminescence; higher % means a stronger effect; cellular ATP content (survival), % at 20 µM, or EC50 in µM where a hit was titrated; 190,000 tested, under 10 active;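 active = EC50 below 50 µM in the dose-response confirmation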;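 also: death triggered by thapsigargin at about 15 µM added after 2 h compound pretreatment; cell ATP read after overnight thapsigargin exposure of roughly 18 to 22 hours; normalized against plate controls of thapsigargin alone and 5% DMSO vehicle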
# WT yeast gro inh mutant strain – recorded beside WT yeast gro inh, whose call it bears; inhibition, %; mitochondrial fusion phenotypic screen, mutant strain inhibition
# Dynein transport cytoplasmic EGFP – further read-out of Dynein transport, marked with its call; z-score; measured here: cytoplasmic GR-EGFP intensity; hits give high values
# Dynein transport nuclear GR-EGFP – recorded beside Dynein transport, whose call it bears; z-score; measured here: nuclear GR-EGFP intensity;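 lower value marks the stronger effect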
# Dynein transport cell count – recorded beside Dynein transport, whose call it bears; z-score; measured here: cell count per field
# Insulin prom up cell count – second read-out of Insulin prom up, no call of its own (marks repeat the call); cell count; measured here: cytotoxicity, nuclei count;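 total cells summed across four imaged fields per well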
# Lipid droplet cells 6.5 µM – also measured in Lipid droplet; calls as there; cell count; measured here: cell count, cytotoxicity flag;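 cells counted across two imaged fields per well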
# b-catenin transl cell count 5 µM – further read-out of b-catenin transl, marked with its call; cell count; measured here: cell count, cytotoxicity flag
# MT stabilizer Hoechst-high % – further read-out of MT stabilizer, marked with its call; % Hoechst-high responders; measured here: nuclear condensation Hoechst responders;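 share of cells brighter than vehicle mean plus two SD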
# MT stabilizer cytotoxicity % – further read-out of MT stabilizer, marked with its call; toxicity, %; measured here: cytotoxicity by cell density;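 0% = mean cell density of plate MIN control wells and 100% = no cells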
# Autophagy HCS cell loss 18 h – further read-out of Autophagy HCS, marked with its call; toxicity, %; measured here: cell loss, nuclei count;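 cell loss after 18 h compound exposure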
# * marks the source's active call; other numbers are inactive results; i = inactive; ? = inconclusive; / = not tested or not shown.
# A first look, 2 compounds:
No.	mol	Lipid droplet	Lipid droplet cells 6.5 µM	WT yeast gro inh	WT yeast gro inh mutant strain	MT stabilizer	MT stabilizer Hoechst-high %	MT stabilizer cytotoxicity %	Dynein transport	Dynein transport cytoplasmic EGFP	Dynein transport nuclear GR-EGFP	Dynein transport cell count	Insulin prom up	Insulin prom up cell count	Autophagy HCS	Autophagy HCS cell loss 18 h	b-catenin transl	b-catenin transl cell count 5 µM	XIAP displacement	ER stress rescue
1	O=C(CSc1nc2nn(-c3ccccc3)c(=O)c-2c2n1CCCCC2)NCCc1ccccc1	20	668	4	-4	3.1	2.3	5.7	-0.17	-0.17	-0.0032	-0.21	-0.21	1473	i	-2	-3.8	1067	-15%	0.3%
2	Cc1nc2cccnc2nc1C	7	700	/	/	/	/	/	-0.17	-0.2	0.55	-0.45	-0.68	1125	/	/	-0.4	1255	/	/

# Results, from the start:
No.	mol	Lipid droplet	Lipid droplet cells 6.5 µM	WT yeast gro inh	WT yeast gro inh mutant strain	MT stabilizer	MT stabilizer Hoechst-high %	MT stabilizer cytotoxicity %	Dynein transport	Dynein transport cytoplasmic EGFP	Dynein transport nuclear GR-EGFP	Dynein transport cell count	Insulin prom up	Insulin prom up cell count	Autophagy HCS	Autophagy HCS cell loss 18 h	b-catenin transl	b-catenin transl cell count 5 µM	XIAP displacement	ER stress rescue
1	O=C(CSc1nc2nn(-c3ccccc3)c(=O)c-2c2n1CCCCC2)NCCc1ccccc1	20	668	4	-4	3.1	2.3	5.7	-0.17	-0.17	-0.0032	-0.21	-0.21	1473	i	-2	-3.8	1067	-15%	0.3%
2	Cc1nc2cccnc2nc1C	7	700	/	/	/	/	/	-0.17	-0.2	0.55	-0.45	-0.68	1125	/	/	-0.4	1255	/	/
3	O=C1CC(c2cccc(Cl)c2)Cc2nc(N3CCOCC3)ncc21 (stereo not drawn)	1	747	21	30	4.4	2.4	7.8	-0.76	-0.42	-0.076	0.13	0.63	869	i	-43	4.4	1021	-5.0%	0.3%
4	COc1ccc(S(=O)(=O)Nc2ccccc2Cl)cc1NC(C)=O	-49	684	0	0	3.0	3.3	6.2	-0.56	-0.14	0.3	0.34	0	1512	i	-6	1.6	940	-12%	-2.2%
5	CCOC(=O)c1[nH]c2ccccc2c1NC(=O)c1ccc(S(=O)(=O)N2CCOCC2)cc1	5	698	0	-8	2.5	2.5	8.1	-0.87	-0.2	0.46	0.37	0.33	1286	i	3	0.1	538	-4.0%	-2.6%
6	Cc1ccc(Cc2cc(C)n[nH]c2=O)cc1	-17	655	/	/	/	/	/	-0.4	0.086	-0.089	0.56	-0.13	1026	/	/	-0.5	1368	/	/
7	CC(C)(C)C(=O)NC(=O)Nc1ccccc1C(F)(F)F	3	739	/	/	/	/	/	-0.67	0.32	-0.27	0.37	-0.08	1425	/	/	-2.3	1222	/	/
8	COc1ccc(C(CC(=O)c2ccccc2)CC(=O)c2ccccc2)cc1	-19	712	/	/	/	/	/	0.87	-0.17	0.31	-1.2	-0.05	1291	/	/	0.8	1263	/	/
9	CN(C)/C=C(/C(=O)c1ccc(Cl)c(Cl)c1)S(C)(=O)=O	8	651	0	-6	3.4	1.0	6.1	0.31	-0.26	0.36	0.23	/	/	i	-22	0.7	1569	-18%	-0.3%
10	CCOc1ccccc1Cn1c(=O)sc2ccccc21	-18	676	19	10	2.7	1.9	3.7	-0.98	-0.32	-0.58	1.1	0.11	1523	i	10	0.6	1447	-5.9%	-1.4%
11	CC1C/C(=N\NC(=O)c2cccnc2)CC(C)(C)C1 (stereo not drawn)	-7	674	0	-10	3.2	2.5	6.3	-1	-0.17	-0.54	0.45	0.02	1348	i	21	4.9	922	-1.0%	-0.2%
12	CCN1C(=O)C(CC(=O)Nc2ccc(F)cc2)N(Cc2ccc3c(c2)OCO3)C1=S (stereo not drawn)	5	641	9	8	6.6	2.3	2.5	0.98	-0.32	1.3	-1.2	-0.81	1623	i	8	-2.7	1016	-3.5%	-0.4%
13	CCOC(=O)c1ccc(NC(=O)CN2C(=O)C3C4C=CC(C4)C3C2=O)cc1 (stereo not drawn)	-8	744	-5	-2	1.3	0.8	6.1	-1.8	-0.13	-0.74	1.2	0.99	832	i	-4	1.2	1122	-7.7%	-1.8%
14	Cc1c(CCO)sc[n+]1CC(=O)OCCC12CC3CC(CC(C3)C1)C2	-27	686	-11	-32	2.6	3.4	0.2	-0.37	-0.31	-0.4	0.44	0.17	1370	i	5	2.8	552	-1.6%	-0.2%
15	COc1ccccc1NC(=S)N(Cc1ccco1)Cc1cc2cc(C)c(C)cc2[nH]c1=O	?	/	9	-15	7.5	58	40	-0.31	-0.31	-0.58	0.54	/	/	i	26	64*	311*	0.5%	0.6%
16	Cc1ccc(S(=O)(=O)Oc2ccc(/C=N/NC(=O)c3cccnc3)cc2)cc1	3	552	-1	11	2.1	2.4	3.0	-0.32	-0.31	-0.034	0.33	0.42	1440	i	-4	0.0	1540	-3.4%	-1.5%
17	Cc1cc(C(=O)NC(C)c2ccccc2)c2cc(F)ccc2n1 (stereo not drawn)	9	702	12	15	7.0	3.5	5.3	0.7	-0.24	0.83	0.01	0.28	1445	i	11	0.4	1498	-0.3%	0.3%
18	CCOC(=O)c1[nH]c(C)c(C(=O)Nc2ccc(F)cc2)c1C	/	/	-4	-5	2.7	3.9	4.8	0.21	-0.22	0.27	-0.27	-0.05	989	i	-1	/	/	-1.7%	-1.4%
19	O=C(CSc1nnnn1-c1ccccc1)Nc1ccc(N2CCOCC2)c(Cl)c1	4	813	10	6	1.9	1.5	7.6	-0.12	-0.22	-0.049	-0.16	-0.29	1253	i	0	-0.2	1235	-7.6%	2.3%
20	CCCCOC(=O)C1=C(C)Nc2ncnn2C1c1ccc(OC)c(OC)c1 (stereo not drawn)	/	/	0	11	9.1	1.4	2.2	0.81	-0.17	0.46	0.2	0.18	1429	i	7	9.7	1240	-3.0%	-1.2%
21	CC(Oc1ccccc1)c1ccn[nH]1 (stereo not drawn)	24	699	-10	-8	2.3	1.3	7.0	0.58	-0.22	0.41	-0.47	0.41	1393	i	-4	-0.4	1412	-2.4%	2.8%
22	Cn1nnnc1SCCNS(=O)(=O)c1ccccc1	/	/	5	-2	5.1	3.9	6.5	-1.2	-0.33	-0.56	0.76	-0.57	1407	i	-1	-3.4	871	-0.2%	0.1%
23	Cc1ccc(NC(=O)CN(C)C(=O)CCCN2C(=O)c3ccccc3C2=O)cc1	/	/	-5	0	1.8	2.6	14	-0.44	-0.16	0.019	0.23	0.23	1296	i	-14	-2.2	842	-1.9%	0.9%
24	C=CCN1CC2(c3ccccc3)CN(CC=C)CC(c3ccccc3)(C1)C2=O	-3	729	10	8	4.9	1.1	5.6	-0.74	-0.24	-0.15	0.49	0.21	1343	i	-27	-0.6	1056	-1.9%	0.5%
25	CCCC1S/C(=N/N=C/c2ccc(OC)cc2)N(Cc2ccc(OC)cc2)C1=O (stereo not drawn)	/	/	16	14	3.0	1.8	6.6	-0.28	-0.21	-0.87	-0.3	-0.02	1603	i	-3	-0.6	1384	-7.6%	3.8%
26	CC1=NN(c2ccccc2)C(=O)C1(C)C	/	/	10	5	2.5	1.4	6.1	-1	-0.2	-1.2	-0.02	-0.21	1541	i	4	0.0	1309	-3.1%	-0.5%
27	CS(=O)(=O)c1ccc2c(c1)SC1=NC(=O)/C(=C/c3ccco3)C(=N)N12	5	773	-5	-51	1.8	1.6	9.3	1	0.12	0.58	0.2	0.07	946	i	-1	/	/	-30%	-0.9%
28	Cc1ccc(-c2nnn(CC(=O)N(Cc3ccco3)C(C(=O)NC(C)(C)C)c3ccc(C)o3)n2)o1 (stereo not drawn)	1	683	10	5	4.1	2.9	15	-0.74	-0.3	-0.25	0.57	-0.17	1381	i	10	-5.0	1255	-7.9%	6.1%
29	Cc1cc(NC(=O)CN2CCN(C/C=C/c3ccccc3)CC2)c([N+](=O)[O-])cc1C	-11	661	9	-17	3.8	2.2	4.0	-0.027	-0.27	-0.052	-0.45	-0.2	1241	i	-1	4.6	332	0.8%	-1.1%
30	Fc1ccccc1Nc1nc2c(s1)CCc1ccccc1-2	-9	552	64*	14*	1.9	1.4	8.3	-0.0093	-0.2	0.022	0.67	0.01	1112	i	-4	0.6	1012	-1.0%	0.2%
31	CCOC(=O)N1CCN(C(=O)Nc2ccc3nc(C)sc3c2)CC1	-5	768	-8	9	3.9	2.5	10	0.55	-0.23	0.25	0.2	0.88	1096	i	-2	-0.1	1120	-4.0%	-3.4%
32	COc1cccc(C2C(C(=O)c3cccs3)=C(O)C(=O)N2CCCn2ccnc2)c1OC (stereo not drawn)	/	/	7	0	/	/	/	/	/	/	/	0.83	1037	/	/	-2.2	955	-5.7%	-0.2%
33	CCOc1ccccc1Nc1ncccc1C(=O)O	19	840	2	11	2.2	2.1	7.8	-0.89	-0.26	-0.027	1.9	0.61	951	i	-8	/	/	-5.4%	-0.7%
34	O=C(CCN1C(=O)c2ccccc2C1=O)NC(=S)Nc1ccccc1	6	625	-5	-2	5.6	3.0	6.6	-0.57	-0.2	-0.33	-0.13	-0.16	1498	i	-10	-1.5	1144	-2.8%	-0.3%
35	COc1cc(C(=O)Oc2ccccc2/C=N/NC(=O)c2ccc(C)cc2)cc(OC)c1OC	/	/	9	-21	1.7	0.6	13	-0.53	-0.22	-0.32	0.56	-0.29	1461	i	22	-0.4	1252	-9.3%	-0.4%

# Along the list, as entered above:
# b-catenin transl cell count 5 µM for entries 32–35, in order: 955, /, 1144, 1252
